Compound activity deposited in PubChem by several laboratories.
DNA FID counter = compounds displacing fluorescent DNA intercalator, primary screen, artefact control for HCV NS3 helicase inhibitor project, biochemical, FID fluorescence; DNA fluorescent intercalator displacement; inhibition, % at 7.9 µM; hit rate 0.17% among 290,000; in the data active means inhibition above about 37%;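 further: 0% = vehicle and 100% = reference compound; higher means more ethidium bromide displaced from hairpin DNA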
V1aR counter = agonists of human V1a receptor, primary screen, counter-screen for OXTR agonist project, fluorescence, CHO-V1R cells. Vasopressin V1a receptor (Homo sapiens), P37288. Fluo-8 calcium fluorescence, agonist mode; 0% DMSO, 100% 3 nM vasopressin. activation, % at 3 µM. hit rate 0.25% among 320,000. AID 2797, 2010;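 active means activation above the mean activation of all tested compounds plus 3 SD, per screening run, cut at about 20% in these data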;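 further: signal is peak over basal fluorescence ratio across a 100 second FLIPR read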
Target sequence (P37288 whole entry, looked up): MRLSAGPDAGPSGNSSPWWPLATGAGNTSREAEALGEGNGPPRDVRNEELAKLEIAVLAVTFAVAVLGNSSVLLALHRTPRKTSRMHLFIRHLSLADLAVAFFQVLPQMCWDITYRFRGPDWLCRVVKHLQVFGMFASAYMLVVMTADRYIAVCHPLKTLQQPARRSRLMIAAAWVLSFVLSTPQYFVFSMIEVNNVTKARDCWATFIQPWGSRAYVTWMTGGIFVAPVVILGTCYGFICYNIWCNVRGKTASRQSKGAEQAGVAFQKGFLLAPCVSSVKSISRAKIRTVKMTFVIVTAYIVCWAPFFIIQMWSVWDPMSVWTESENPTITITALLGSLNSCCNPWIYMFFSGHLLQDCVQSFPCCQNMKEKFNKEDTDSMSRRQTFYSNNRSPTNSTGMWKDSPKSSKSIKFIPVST
OXTR ag = human OXTR agonists, primary screen, fluorescence, CHO-OTR cells, Fluo-8 calcium | Oxytocin receptor (Homo sapiens), P30559 | activation, % at 3 µM | Fluo-8 calcium fluorescence; normalized: DMSO 0%, oxytocin 100% | AID 2435, 2010 | hit rate 0.32% among 320,000;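 active means activation above the mean of all tested compounds plus 3 SD, cutoff set per screening run, cut at about 20% in these data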;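 further: peak over basal fluorescence ratio from a 100 s FLIPR kinetic read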
Target sequence (P30559 whole entry, looked up): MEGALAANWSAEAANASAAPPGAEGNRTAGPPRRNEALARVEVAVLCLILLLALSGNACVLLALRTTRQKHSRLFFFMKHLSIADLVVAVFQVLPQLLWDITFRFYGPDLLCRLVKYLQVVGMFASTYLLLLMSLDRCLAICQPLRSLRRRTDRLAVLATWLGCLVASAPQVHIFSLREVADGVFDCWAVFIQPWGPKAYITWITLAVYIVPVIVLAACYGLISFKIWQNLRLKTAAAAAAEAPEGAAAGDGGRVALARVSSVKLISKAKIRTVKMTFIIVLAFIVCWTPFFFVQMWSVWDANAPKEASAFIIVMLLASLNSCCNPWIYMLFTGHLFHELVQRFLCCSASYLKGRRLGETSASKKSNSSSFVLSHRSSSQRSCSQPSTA
GalR3 antag = GalR3 antagonists in HEK293 cells, primary screen, cell-based, fluorescence readout. HEK293 GalR3-CNG cAMP membrane potential fluorescence; galR3 body fused to GalR1 C-terminus. inhibition, % at 3 µM. hit rate 0.44% among 360,000. AID 651719, 2012;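 active means inhibition above the screen-wide average plus 3 SD, cut at about 13% in these data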;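 further: forskolin and galanin both at EC90 stimulate the cells; cAMP rise reported by CNG channel membrane potential dye signal; 0% = forskolin plus galanin with DMSO and 100% = forskolin alone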
IMP-1 inhibitor = IMP-1 metallo-beta-lactamase inhibitors, primary screen, biochemical, epi-absorbance readout, Pseudomonas aeruginosa enzyme. metallo-beta-lactamase IMP-1 (Pseudomonas aeruginosa). purified IMP-1, nitrocefin hydrolysis, epi-absorbance fluorescence. inhibition, % at 5.6 µM. hit rate 0.45% among 290,000. AID 1556, 2009;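 active means inhibition above the mean plus 3 SD of all compounds in the same screening run, cut at about 4.5% in these data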;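 further: 0% = IMP-1 with DMSO and 100% = DMSO wells lacking enzyme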
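System: purified IMP-1 / Input: IMP-1 dispensed at 0.2 nM / Medium: 50 mM HEPES pH 7.1, 50 µM ZnSO4, 0.05% Brij 35 / Timing: 15 min enzyme–compound preincubation, then 25 min nitrocefin reaction, 25 °C / Technique: plate fluorescence quenching by hydrolysis product, ex 480/em 530 nm / Repeats: singlicate testing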
HCV NS3 hel inh = inhibitors of HCV NS3 helicase, primary screen, biochemical, Cy5 molecular beacon fluorescence; Hepatitis C virus NS3 helicase; inhibition, % at 10.9 µM; NS3 helicase DNA unwinding; hit rate 0.56% among 290,000;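 active means inhibition above the mean of all tested compounds plus 3 SD, set per campaign, cut at about 35% in these data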;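 further: 0% = DMSO wells and 100% = thioflavine S control wells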
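test system = hepatitis C virus NS3 helicase domain fragment enzyme | reagent = annealed dual-labelled DNA beacon duplex, ATP-started | times = 1 h at 25 °C | detection = Cy5 fluorescence, 0 and 60 min reads | read-out basis = percent inhibition from t60/t0 fluorescence ratio | control set = DMSO and thioflavine S | replication = one well per compound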
PHOSPHO1 block = PubChem AID 1565. Phosphoethanolamine/phosphocholine phosphatase (Homo sapiens), Q8TCT1. recombinant PHOSPHO1, absorbance phosphatase assay. inhibition, % at 13.3 µM. hit rate 1.1% among 290,000; in the data active means inhibition above about 60%
VIM-2 inhibitor = VIM-2 metallo-beta-lactamase inhibitors, primary screen, biochemical, epi-absorbance readout, Pseudomonas aeruginosa enzyme; inhibition, % at 5.6 µM; hit rate 0.89% among 290,000; purified VIM-2, nitrocefin hydrolysis, epi-absorbance fluorescence; AID 1527, 2009;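 active means inhibition above the mean of all tested compounds plus 3 SD, cutoff set per screening run, cut at about 7.5% in these data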;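 further: red hydrolysis product quenches plate fluorescence so inhibitors raise well fluorescence; 0% = enzyme with DMSO and 100% = DMSO without enzyme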
GPR7 antagonist = GPR7 receptor antagonists, primary screen, cell-based, fluorescence, single concentration. GPR7-expressing cells, fluorescence antagonist assay. hit rate 1.1% among 290,000. Neuropeptides B/W receptor type 1 (Homo sapiens), P48145. AID 1861, 2009. inhibition, % at 4.4 µM; in the data active means inhibition above about 16%, passing the limit was not always enough;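 further: cells stimulated with the agonist NPW; 0% = agonist with vehicle and 100% = vehicle without agonist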
Starred values were filed as active, the others as inactive; · = not tested or not shown.

SMILES	DNA FID counter	V1aR counter	OXTR ag	GalR3 antag	IMP-1 inhibitor	HCV NS3 hel inh	PHOSPHO1 block	VIM-2 inhibitor	GPR7 antagonist
COc1cccc(NC(C)C(=O)Nc2cc([N+](=O)[O-])ccc2Cl)c1 (stereo unspecified)	-8	-1.9	-1.7	-6	-1.3	-3	-8	-1.4	3
CCC(=O)Nc1cccc(-c2nc3ccccc3c(=O)o2)c1	0	0.9	1.7	0	0.7	3	34	0.3	7
Cc1ccc(-c2cc(C(=O)NCCCn3ccnc3)no2)cc1	4	0.2	-0.5	-2	-2.2	-10	48	-1.5	-4
CN(CCC1CCOCC1)C(=O)CC1C(=O)NCCN1Cc1ccoc1 (stereo unspecified)	-6	0.2	0.5	-5	-1.5	17	44	-2.4	-21
C[C@@H]1NC(=O)N(c2ccc(F)cc2)C1=O	0	·	·	-12	-2.4	0	39	-2.7	-7
CC(C)n1nnc2ccccc2c1=O	0	0.4	0.9	-5	-1.5	2	-16	-2.6	-5
Cc1ccccc1N(CC(N)=O)S(C)(=O)=O	5	1.0	-0.5	-4	-3.3	-4	-8	-2.8	-12
O=C(COC(=O)c1ccc(Br)cc1)NCCN1C(=O)CSC1=O	-5	-0.2	-0.1	-3	-3.2	5	33	-0.9	10
Cc1cc(C(=O)NCCCN2CCOCC2)n(-c2ccccc2)n1	-2	0.1	1.3	2	-2.9	14	-18	-4.9	-7
COc1ccccc1Nc1ccc(C(=O)O)cc1[N+](=O)[O-]	4	-0.1	-1.2	-6	-3.8	5	22	-2.4	-10
CCCN(CCC)C(=O)CSc1nc2ccccc2c(=O)n1CC1COc2ccccc2O1 (stereo unspecified)	-2	-0.2	-0.4	5	3.8	-1	32	-0.2	8
CCOC(=O)c1cc(-c2nnc(-c3cc(OC)c(OC)c(OC)c3)o2)c(C)nc1C	-12	0.5	0.2	-1	-4.4	-14	·	-2.6	-13
C=C(C)C(=O)NNc1ccccc1	-1	1.0	-0.2	2	-3.8	4	22	-1.3	-8
Cc1cc(C)c2cc(CN(CCO)C(=O)NC3CCCCC3)c(=O)[nH]c2c1	-39	-0.3	-2.4	-3	-1.8	0	33	-0.5	-18
COc1ccccc1N1CCN(C(=O)c2c(-c3ccccc3Cl)noc2C)CC1	-40	1.5	1.3	-1	-4.5	3	-11	-3.1	-1
CCOC(=O)C1(Cc2cccc(F)c2)CCN(CC2CC2)CC1	0	0.5	1.8	-10	-3.0	0	15	-5.8	12
Cc1ccc2[nH]c(=O)c(CNS(=O)(=O)c3ccccc3)c(-c3ccccc3)c2c1	-31	4.2	-1.5	-3	-4.2	-11	2	-2.7	-20
CCN(CC)c1ccc(S(=O)(=O)N2CCOCC2)cc1NC(=O)CN1CCc2ccccc2C1	-34	1.3	-1.1	-5	-4.9	-14	-28	-3.3	10
O=C(NCCCc1nc2ccccc2[nH]1)c1ccco1	-8	0.9	0.1	1	-1.3	14	51	-5.2	-1
COc1ccc(OC)c(C(=O)c2ccc(C(=O)c3cc(OC)ccc3OC)cc2)c1	-1	-0.7	0.7	-3	-2.9	2	20	0.7	-4
COc1ccc(OC)c(C2=NS(=O)(=O)N(C)C(C(=O)NCc3cccs3)=C2)c1	-13	22*	16	-6	-3.1	2	3	-2.4	15
CCCOc1ccc(N2C(=O)CC(N(CCc3ccc(OC)cc3)C(=O)c3ccccc3)C2=O)cc1 (stereo unspecified)	-34	0.9	-0.7	-3	0.2	-23	-10	1.0	-15
CCOC(=O)c1cnc2cc(-c3ccc(C(C)(C)C)cc3)nn2c1N	-1	-0.2	-0.3	-3	-1.7	2	3	-2.4	-14
CCOc1ccccc1NS(=O)(=O)c1cn(C)nc1C	0	1.3	0.6	-5	1.1	3	15	1.9	-5
O=C1CCN(C(=O)c2ccccc2)C2CCCCC12 (stereo unspecified)	-6	-0.1	0.3	-2	-1.7	-1	-18	-1.1	0

Continued.
SMILES	DNA FID counter	V1aR counter	OXTR ag	GalR3 antag	IMP-1 inhibitor	HCV NS3 hel inh	PHOSPHO1 block	VIM-2 inhibitor	GPR7 antagonist
CCOC(=O)Cc1csc(NC(=O)CSc2nccn2C)n1	-8	0.7	0.0	-4	1.5	7	48	-1.4	-2
Clc1ccccc1Nc1c2c(nc3ncnn13)CCC2	-13	-0.5	-0.2	-5	-4.8	2	1	6.1	0
O=C(CC1C(=O)NCCN1Cc1ccc(F)cc1)NCCCn1cccn1 (stereo unspecified)	4	1.9	0.9	-5	-3.1	0	-1	-3.7	0
CCOC(=O)N1CCN(c2nc(-c3cccc(OC)c3)cc(C(F)(F)F)n2)CC1	4	0.0	-0.5	4	0.6	-10	4	-0.9	-4
CCOc1ccc2[nH]c(=O)c(CN(Cc3cccs3)C(CC)c3nnnn3C(C)(C)CC)cc2c1 (stereo unspecified)	1	·	·	-5	-0.8	7	9	-2.0	1
Nc1ccc(C(=O)Nc2cccc(N)c2)cc1	-2	·	·	-7	-1.9	1	41	-1.6	-4
O=C(CCc1nnc2ccc(NCc3ccco3)nn12)N1CCN(c2ccc(F)cc2)CC1	-55	0.2	-0.4	-9	-1.4	-1	4	-4.6	1
Cc1ccc(Cn2ncc3c(NCCN(C)C)ncnc32)cc1	4	0.3	-0.1	-5	-3.0	8	26	-0.7	-3
Cc1ccc(OCC(=O)NCC2CCCO2)c(C)c1 (stereo unspecified)	-4	0.6	-0.1	-4	0.4	-4	33	-1.5	-3
Nc1cccc(-c2nc3ccccc3s2)c1	-4	-0.7	-2.0	-6	-3.4	-4	-3	-1.5	-4
COC(=O)c1ccc(NC(=S)N2CCN(CCO)CC2)cc1	-4	1.3	0.3	-8	2.6	-7	9	1.1	14
Cc1nc(NC(=S)NC(=O)c2ccccc2)sc1C(=O)N(C)C	-7	-0.1	0.1	-6	-2.8	1	44	-4.6	5
Cc1ccc(CCNC(=O)C2CCN(S(=O)(=O)c3ccc4c(c3)CCC(=O)N4)CC2)cc1	-5	-0.5	0.2	-3	-1.7	-3	-14	-0.1	-4
CN1C(=S)SC(/[N+]([O-])=C\c2ccco2)C1(C)C (stereo unspecified)	4	0.5	-0.1	-2	-0.5	12	19	2.2	3
O=C(N/N=C/c1ccc(OC2CSC2)cc1)c1ccc(CN2CCOCC2)cc1	-4	1.0	0.9	6	-4.0	-6	36	-3.5	-6
COc1ccc(C2/C=C\CNCC(=O)N2Cc2ccc(F)cc2)cc1 (stereo unspecified)	·	0.0	-0.1	-1	·	·	13	·	·
COc1ccccc1CCNC(=O)C1CCN(c2nnc(C)c3c(C)n(-c4ccc(C)cc4)nc23)CC1	29	-0.5	-1.4	-10	-2.2	-84	13	-4.8	3
c1ccc(Cn2ncc3ccccc32)cc1	1	-1.3	-1.4	-1	-0.5	2	-27	1.8	17
CCc1cccc(Nc2cc(C)nc3nc(C)nn23)c1	-9	-1.5	-2.1	0	-5.1	16	-12	4.3	1
O=C(Nc1ccccc1N1CCCCC1)c1ncoc1-c1cccc(F)c1	-5	0.1	-1.1	2	-0.8	2	25	-0.9	-9
CC(=O)N(Cc1ccc(F)cc1)c1cccc(C)c1C	-11	-1.2	-1.4	-5	-2.5	-1	50	-2.6	4
C/C(=N/NS(=O)(=O)c1cccc([N+](=O)[O-])c1)c1c[nH]c2ccccc12	9	0.2	-0.1	3	1.1	10	37	0.3	-12
Cc1noc(NC(=O)c2c(-c3c(Cl)cccc3Cl)noc2C)c1[N+](=O)[O-]	4	1.0	-0.6	0	-2.4	-16	51	-1.2	-18
CCCCc1nnc(NC(=O)C2CC(=O)N(Cc3ccccc3)C2)s1 (stereo unspecified)	-50	0.6	-1.2	-1	0.0	5	33	-1.1	-20
CCC(=O)NNc1nc2c(Cl)cccc2s1	0	2.0	1.4	0	-1.5	3	38	-2.5	-14
O=C(CNC(=O)c1nc[nH]c1C(=O)NCc1ccccc1)OCc1ccccc1	-30	0.0	0.8	-3	-3.1	-6	10	-4.8	-6

Part of the list above in order of molar mass, descending.
SMILES	DNA FID counter	V1aR counter	OXTR ag	GalR3 antag	IMP-1 inhibitor	HCV NS3 hel inh	PHOSPHO1 block	VIM-2 inhibitor	GPR7 antagonist
CCOC(=O)N1CCN(c2nc(-c3cccc(OC)c3)cc(C(F)(F)F)n2)CC1	4	0.0	-0.5	4	0.6	-10	4	-0.9	-4
COC(=O)c1ccc(NC(=S)N2CCN(CCO)CC2)cc1	-4	1.3	0.3	-8	2.6	-7	9	1.1	14
Cc1ccc(Cn2ncc3c(NCCN(C)C)ncnc32)cc1	4	0.3	-0.1	-5	-3.0	8	26	-0.7	-3

Some values from the results shown:
Entry of CC(=O)N(Cc1ccc(F)cc1)c1cccc(C)c1C under DNA FID counter: -11
Entry of Cc1noc(NC(=O)c2c(-c3c(Cl)cccc3Cl)noc2C)c1[N+](=O)[O-] under V1aR counter: 1.0
Entry of Cc1ccc(CCNC(=O)C2CCN(S(=O)(=O)c3ccc4c(c3)CCC(=O)N4)CC2)cc1 under VIM-2 inhibitor: -0.1
Entry of COc1ccc(C2/C=C\CNCC(=O)N2Cc2ccc(F)cc2)cc1 (stereo unspecified) under PHOSPHO1 block: 13
Entry of CCc1cccc(Nc2cc(C)nc3nc(C)nn23)c1 under IMP-1 inhibitor: -5.1
